# N370S GC: inhibitors or activators of N370S glucocerebrosidase for Gaucher disease; P04062; N370S GC spleen homogenate, 4MU-glucoside fluorescence; Potency, µM (titrated, usually from 59.4 µM), without a hit: at the highest dose activity change, negative = inhibition, actives largely listed as inhibitors; actives 0.092% (n = 330,000); AID 2101;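 note: 0% = full enzyme activity and -100% = no enzyme basal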
# TDP1 cell noCPT: qHTS for Inhibitors of human tyrosyl-DNA phosphodiesterase 1 (TDP1): qHTS in cells in absence of CPT | Potency, µM (series often up to 46.2 µM), without a hit: at the top dose activity change, negative = growth inhibition, usual class: inhibitors | actives 15% (n = 420,000) | DT40 Tdp1-/- hTDP1 cells, no CPT, ATP luminescence, 48 h | AID 686978, 2013; note: nearly all actives have a fitted effect of over 55% in size
#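 Chicken DT40 Tdp1-/- cells complemented with human TDP1, screened without camptothecin (DMSO vehicle only), 400 cells/well. Compounds pin-transferred, cells incubated at 37 °C for at least 48 hr. Growth read as ATP-dependent luminescence (CellTiter-Glo, 30 min at RT).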
# TDP1 block: TDP1 (human) enzyme inhibition | actives 0.28% (n = 350,000) | Q9NUW8 | recombinant TDP1, AlphaScreen DNA substrate cleavage | Potency, µM (doses to about 130 µM), without a hit: at the highest dose activity change, negative = inhibition, hits mostly inhibitors | AID 485290; note: nearly all actives have a fitted effect of over 40% in size
# Target sequence (Q9NUW8 whole entry, looked up): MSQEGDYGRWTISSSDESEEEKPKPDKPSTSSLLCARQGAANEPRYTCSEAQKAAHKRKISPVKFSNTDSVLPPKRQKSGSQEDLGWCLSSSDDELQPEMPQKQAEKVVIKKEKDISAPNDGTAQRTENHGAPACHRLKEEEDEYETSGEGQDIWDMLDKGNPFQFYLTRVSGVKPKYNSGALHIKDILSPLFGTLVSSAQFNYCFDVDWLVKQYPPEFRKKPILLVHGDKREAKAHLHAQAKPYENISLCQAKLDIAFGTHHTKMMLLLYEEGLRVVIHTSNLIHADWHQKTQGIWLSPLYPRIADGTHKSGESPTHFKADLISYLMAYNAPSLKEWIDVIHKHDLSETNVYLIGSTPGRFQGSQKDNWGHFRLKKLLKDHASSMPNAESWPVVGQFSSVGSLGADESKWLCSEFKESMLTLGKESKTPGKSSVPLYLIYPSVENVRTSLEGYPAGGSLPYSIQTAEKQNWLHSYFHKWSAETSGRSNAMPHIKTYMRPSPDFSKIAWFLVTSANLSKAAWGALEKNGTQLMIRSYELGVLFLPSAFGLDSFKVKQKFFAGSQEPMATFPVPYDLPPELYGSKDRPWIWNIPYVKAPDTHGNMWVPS
#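 Recombinant human Tdp1 (E. coli-expressed, 1 nM final) preincubated with compounds 15 min at room temperature, then 5'-biotin/3'-phosphotyrosine-FITC DNA substrate (15 nM final) added for 5 min. AlphaScreen beads (10 ug/ml final) added 10 min; cleavage lowers signal.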
# * = called active by the depositor; ? = inconclusive; nt = not tested or not shown; & = joins results of further samples; [ ] = remark or other dose. Calls come from the whole dose curve; as a rule, active = well fitted curve in the direction sought with a large enough effect; inconclusive = small, poorly fitted or top-dose-only effect, or another doubt; inactive = no such curve, though single readings can be large; an effect the other way counts as inactive or inconclusive. Unless noted, % is set by controls: 0 for no effect and ±100 for the full control effect; potency is the fitted concentration of half-maximal effect. Not all compounds are listed, so the mix of outcomes need not match the whole.
# Order of results: N370S GC | TDP1 cell noCPT | TDP1 block
CCOc1ccccc1NC(=S)N(CCCN1CCOCC1)Cc1cn(C)c2ccccc12
 : 8% | ? | 0%
COc1ccc(-c2noc(-c3ccc(NCc4cccnc4)c([N+](=O)[O-])c3)n2)cc1
 : nt | -1% | 6%
CCCC(=O)c1cc(F)c(N2CCN(CCC#N)CC2)cc1C
 : 1% | -25% | 1%
CCN(c1ccccc1)S(=O)(=O)c1ccc(C(=O)NCc2ccccn2)cc1
 : 0% | -25% | 0%
O=C(/C=C/c1ccccc1[N+](=O)[O-])NCCN1C(=O)S/C(=C\c2ccc(F)cc2)C1=O
 : 10% | -21% | 7%
CCN(CC)CCn1c2c(c(SCC(=O)Nc3ccc(C(C)C)cc3)nc1=O)CCCC2
 : -3% | ? | 5%
Cc1cccc(CC(=O)N2CCOCC2)c1
 : -10% | 6% | 5%
COc1ccc(NC(=O)c2ccccc2OCc2ccc(F)cc2)c(OC)c1
 : 0% | ? | 0%
COC(=O)c1ccccc1NC(=O)C1=CC(c2cccs2)=NS(=O)(=O)N1C
 : 4% | ? | -3%
CCCN(Cc1ccco1)S(=O)(=O)c1ccc(OC)c(OC)c1
 : 19% | -18% | 3%
S=c1[nH]nc(-c2ccc(Cl)cc2)n1CCCN1CCOCC1
 : 9% | 5% | 5%
COc1cccc(N2C(=O)C(CC(=O)Nc3cccc(F)c3)N(C3CCCC3)C2=O)c1 (stereo not given)
 : nt | -2% | 3%
COc1ccc(OC)c(NC(=O)C2CC(=O)N(CCc3ccccc3)C2)c1 (stereo not given)
 : 4% | -28% | 2%
O=C(Nc1ccc(N2CCCC2)cc1)c1ccc([N+](=O)[O-])cc1Cl
 : 3% | -18% | 3%
COc1ccc(N2CCN(CCNC(=O)Nc3ccc(C)c(Cl)c3)CC2)cc1
 : -22% | 16µM* | nt
CC(=O)c1ccc(N2CCN(C(=O)C3CCN(S(=O)(=O)Cc4ccccc4)CC3)CC2)cc1
 : -3% | ? | 5%
CCOC(=O)c1ccc(NC(=O)c2ccc3c(c2)c(C)c(C)n3Cc2ccc(F)cc2)cc1
 : nt | 8.2µM* | 8%
COCc1c(C(=O)N/N=C(\C)c2ccncc2)nnn1-c1nonc1N
 : 0% | 4% | nt
CCCc1[nH]nc2c1C1(C(=O)N(C(C)C)c3ccccc31)C(C#N)=C(N)O2 (stereo not given)
 : -8% | 0% | 2%
S=c1[nH]nc(C(c2ccccc2)C2CCCCC2)o1 (stereo not given)
 : 5% | -17% | 8%
CS(=O)(=O)c1ccc(C(=O)OCC(=O)NC2CCS(=O)(=O)C2)cc1[N+](=O)[O-] (stereo not given)
 : 23% | 1% | -1%
CCOC(=O)C(C)Oc1c(C(=O)OC)sc2ncccc12 (stereo not given)
 : 9% | -1% | 4%
CC1Cc2cc(S(=O)(=O)NCCc3ccc(Cl)cc3)ccc2N1C(=O)C1CCC1 (stereo not given)
 : nt | 18µM* | 5%
COCCn1c(SCc2nnc(-c3ccccc3)o2)nc2sc3c(c2c1=O)CCC3
 : 15%[2.35 µM] | ? | 0%
CCC(=O)c1ccc(N2CCN(C(=O)c3cc([N+](=O)[O-])ccc3F)CC2)c(F)c1
 : ? | 16µM* | 5%
Cc1ccc(NC(=O)CCCc2nc3ccccc3s2)c(O)c1
 : 6% | -16% | 3%
Cc1ccc(CNC(C)(C)CO)cc1
 : 4% | ? | 1%
O=C1CC(c2ccco2)CC(O)=C1C=Nc1ccccc1-c1ccccc1 (stereo not given)
 : 28% | ? | 3%
Cc1ccc(C(=O)NCCCNC(=O)COc2ccc(C)c(C)c2)cn1
 : -9% | -13% | 6%
C/C(=C\[C@@H](NP(=O)(c1ccccc1)c1ccccc1)c1ccccc1)CO[Si](c1ccccc1)(c1ccccc1)C(C)(C)C
 : 2% | ? | 6%

# 2 successive compounds out of the list so far:
# Order of results: N370S GC | TDP1 cell noCPT | TDP1 block
CCOc1ccccc1NC(=S)N(CCCN1CCOCC1)Cc1cn(C)c2ccccc12
 : 8% | ? | 0%
COc1ccc(-c2noc(-c3ccc(NCc4cccnc4)c([N+](=O)[O-])c3)n2)cc1
 : nt | -1% | 6%

# Carrying on.
# Order of results: N370S GC | TDP1 cell noCPT | TDP1 block
O=c1cc(CSc2nnc(Nc3ccccc3F)s2)nc2sccn12
 : 19% | 23µM* | 5%
O=C(Nc1ccc(NS(=O)(=O)c2ccccc2)cc1)c1cccnc1
 : -3% | -21% | -2%
COC1=C(C(=O)c2ccccc2)C(=O)C2(CC=C(C)C)C[C@H](C(=O)OCC(F)(F)F)C(C)(C)[C@@]1(CC=C(C)C)C2=O (tested in a mixture with another compound)
 : -20% | nt | 8%
O=[N+]([O-])c1ccc(N2CCCCC2)s1
 : -21% | -15% | -1%
COc1ccc(C(=O)NC2CCCCC2)cc1S(=O)(=O)N1CCOCC1
 : 1% | 7% | 10%
O=C(NCCc1cccc(F)c1)C1CCN(S(=O)(=O)c2ccc(F)cc2)CC1
 : -3% | -3% | nt
Cc1ccc2nc(-c3cccs3)c(Nc3ccccc3)n2c1
 : nt | ? | 1%
Cc1cc(C)cc(C(=O)NCC(=O)OCc2nc(N)nc(Nc3ccccc3C)n2)c1
 : nt | -19% | 1%
O=C(NCc1ccc(C(F)(F)F)cc1)C1CC(c2ccccc2C(F)(F)F)=NO1 (stereo not given)
 : -1% | -29% | 1%
COc1cccc(-c2nc(CS(=O)(=O)CC(=O)N3CCN(C)CC3)c(C)o2)c1
 : -5% | -16% | 0%
O=C(NC1CCCCC1)C1CCC(CNS(=O)(=O)c2ccccc2)CC1 (stereo not given)
 : 0% | 1% | nt
CC(=O)Nc1ccc(N(C(=O)CNC(=O)c2ccco2)C(C(=O)NCC2CCCO2)c2ccccc2)cc1 (stereo not given)
 : -3% | -3% | 0%
Cc1csc(NC(=O)CSc2nnc(NC(=O)NC(C)(C)C)s2)n1
 : -1% | ? | -17%[0.505 µM]
Cc1ccc(OCCOCCOc2ccc(Br)cc2/C=N\NC(=O)c2ccncc2)cc1
 : 18% | 18µM* | 5%
CS(=O)(=O)N1CCC(C(=O)Nc2ccc3c(c2)OCCO3)CC1
 : 3% | -11% | 0%
Cc1ccc(NC(=O)C(=O)NCCOc2ccccc2Cl)cc1
 : -4% | -29% | 2%
Cc1ccc(N=C2S/C(=C/c3cccc(OCC(=O)O)c3)C(=O)N2C)cc1C
 : -1% | 0% | nt
COc1ncc2ncc(=O)n(C)c2n1
 : 3% | 1% | nt
COc1ccccc1OCCCn1c(C2CC(=O)N(c3ccc(F)cc3)C2)nc2ccccc21 (stereo not given)
 : nt | 8.2µM* | 8%
CCCc1nnc(NC(=O)Nc2ccccc2OC)s1
 : -1% | -24% | 3%
CN(n1cnc2ccccc2c1=O)S(C)(=O)=O
 : 23% | 9% | 3%
NCCNC(=O)c1ccc(Cl)cc1
 : 1%&-6% | -1% | 9%&-6%[56.1 µM]
CCc1c(O)nc(SCC(=O)N2CCCCC2)n(-c2ccccc2C)c1=O
 : 0% | -13% | 5%
COc1ccccc1CC(=O)N1CCN(c2ccc([N+](=O)[O-])cc2)CC1
 : -3% | 9.2µM* | -2%
O=C(CSCC(=O)N1CCCCC1)OCC(=O)c1c[nH]c2ccccc12
 : 3% | -11% | 3%
COc1ccccc1NC(=S)N(CCCN1CCOCC1)Cc1cn(C)c2ccccc12
 : ? | 16µM* | 11%
CC(C)Cc1c(O)nc(SCC(=O)Nc2ccc3c(c2)CCC3)[nH]c1=O
 : ? | -10% | 4%[56.1 µM]
Cc1ccc(C)c(N2CCN(CCCNC(=O)c3cnn(-c4ccc(F)cc4)c3C3CCN(C(=O)OC(C)(C)C)CC3)CC2)c1
 : nt | 3.3µM* | 10%
Cc1ccccc1CCN(CC(=O)NCc1ccc(F)cc1)C(=O)c1csnn1
 : -9% | -23% | nt
C=C(C)c1cccc(C(C)(C)NC(=O)NCc2ccc(OC)cc2)c1
 : 3% | -24% | 5%

# Profiles, looked up by structure:
# Record of COc1ncc2ncc(=O)n(C)c2n1 = N370S GC: 3%; TDP1 cell noCPT: 1%; TDP1 block: nt
# Record of O=C(NCc1ccc(C(F)(F)F)cc1)C1CC(c2ccccc2C(F)(F)F)=NO1 (stereo not given) = N370S GC: -1%; TDP1 cell noCPT: -29%; TDP1 block: 1%

# The results go on:
# Order of results: N370S GC | TDP1 cell noCPT | TDP1 block
Cc1ccc(Nc2c([N+](=O)[O-])ccc3c2=NC2(CCCCC2)N=3)cc1
 : 8% | 23µM* | 12%
O=c1cc(N2CCCCC2)[nH]c(=O)n1C1CCCCC1
 : ? | 0% | nt
Cn1c(=O)[nH]c2cc(Cl)cnc21
 : -5% | -19% | 1%
CC1C(=O)N2CCCc3cc(S(=O)(=O)N4CCN(c5ccccc5F)CC4)cc1c32 (stereo not given)
 : -16% | ? | 5%
COc1ccc2c(c1)c(C(=O)N/N=C/c1ccc(O)c(O)c1)c(C)n2C
 : -1% | 26µM* | 3%
COc1ccc(OC)c(Nc2nc(-c3c(C)nc4ncccn34)cs2)c1
 : -8% | ? | nt
Oc1c(C(c2ccccc2)N2CCN(Cc3ccccc3)CC2)sc2ncnn12 (stereo not given)
 : ? | -10% | 3%
C#CCNC(=O)C1=C[C@@H](c2ccc(Br)cc2)C[C@@H](OCc2ccc(CO)cc2)O1
 : 24% | ? | 4%
CN=C(NC#N)SCC(=O)c1ccc(Cl)cc1Cl
 : -10% | -18% | 8%
Cc1ccc2nc(/C(C#N)=N/O)[nH]c2c1
 : -1% | -2% | 8%
CCOc1ccc(C(=O)Nc2nnc(S(=O)(=O)Nc3ccccc3C)s2)cc1
 : -3% | -21% | nt
CC(C)(C)OC(=O)N1CCC(c2cc(=O)n3[nH]c(-c4ccc(Cl)cc4)cc3n2)CC1
 : 12% | 23µM* | 2%
COCCn1c(SCC(=O)N2CCc3ccccc3C2)nc2cc(Cl)ccc2c1=O
 : 28% | 15µM* | -1%
COc1cccc(OCc2cc(C(=O)NC3CCOCC3)no2)c1
 : 3% | 16% | 1%
Cc1ccc(Nc2nc(C3CC3)cs2)cc1
 : 1% | nt | 5%
Cc1cc(=O)[nH]c2nnc(SCC(=O)Nc3ccc(OC(F)(F)F)cc3)n12
 : nt | -4% | 3%
O=C(NNC(=S)NC(=O)c1cccc([N+](=O)[O-])c1)c1ccc(O)cc1
 : -3% | 5% | nt
COc1ccc2oc(C(=O)OC(C)C(=O)N3CCC(C)CC3)c(C)c2c1 (stereo not given)
 : nt | 15µM* | 0%
CCN(CC)CCOC(=O)c1ccc(NC(=O)CSc2cc(=O)n(CC)c3ccccc23)cc1
 : nt | ? | 3%
COc1cc(/C=C(\C#N)c2nc3ccccc3s2)ccc1OCC(=O)Nc1ccccc1
 : -3% | 4.6µM* | 0%
CCOc1ccccc1NC(=O)CN(c1ccc(OC)cc1)S(=O)(=O)c1c(C)[nH]c(=O)[nH]c1=O
 : ? | 1% | 3%
COc1ccc(-c2c(=O)n(OCc3ccccc3[N+](=O)[O-])c3ccccc3[n+]2[O-])c(OC)c1
 : 0% | 18µM* | 1%
CC1(CCc2ccccc2)NC(=O)N(CC(=O)O)C1=O (stereo not given)
 : 11% | ? | nt
Cc1c(NC(=O)c2cccs2)cccc1C(=O)O
 : 3% | 6% | 2%
CC(=O)c1ccc(NC(=S)Nc2cccc3cnccc23)cc1
 : -4% | ? | 5%
COc1ccc(Br)cc1-c1nc(CCl)cs1
 : 4% | 15µM* | 5%
Cc1ccc(C)c(NC(=O)CN(C)C(=O)c2sccc2C)c1
 : -7% | 2% | 5%
Cc1cc(C)c(NC(=O)Cn2c(=O)n(Cc3ccc4c(c3)OCO4)c(=O)c3ccc(C(=O)NC4CCCCC4)cc32)c(C)c1
 : nt | 5% | 2%
CC1(C)CC2(CC(c3ccccc3)c3ccc(O)cc3O2)NC(=S)N1 (stereo not given)
 : 0% | 9.2µM* | 7%
Cc1cc(C)cc(NC(=O)C(=O)NCCc2c[nH]c3ccccc23)c1
 : 18% | -10% | 10%
COc1cccc2c(=O)c(C(=O)O)c[nH]c12
 : 9% | -16% | 2%
Cc1ccc(/C=N/Nc2ccc(Cl)nn2)cc1
 : 1% | -26% | nt
O=C(Cn1c2ccccc2c(=O)c2ccccc21)N/N=C/c1ccc(N2CCCC2)c([N+](=O)[O-])c1
 : 14% | ? | 3%
O=C(COc1ccc(Cl)cc1Cl)NCC1(N2CCOCC2)CCCCC1
 : nt | 21µM* | -2%
CC(=O)c1ccc(S(=O)(=O)NCCC(=O)N2CCN(c3ccccn3)CC2)cc1
 : nt | -24% | 2%
COC1c2ccccc2C(=O)N1CCc1ccc(Cl)cc1 (stereo not given)
 : -9% | -6% | -8%
COc1cccc(C(=O)C2CCCN(C(=O)c3ccc(C#CC(C)(C)O)cc3)C2)c1 (stereo not given)
 : 1% | 15µM* | -1%
c1ccc2c(Nc3ccncc3)nc(-c3ccc4c(c3)OCO4)nc2c1
 : ? | 15µM* | nt
N#CC1=C(SCC(=O)NC2CCCCC2)NC(=O)CC1c1ccco1 (stereo not given)
 : 2% | -17% | 3%

# Source: PubChem BioAssay (National Center for Advancing Translational Sciences (NCATS))
